Tau fluor cs – counter-screen for tau fibril formation inhibitors; actives 0.93% (n = 280,000); tau K18 P301L (four-repeat tau fragment) Alexa594 fluorescence, heparin fibrillization; Potency, µM (doses to about 57.7 µM), without a hit: at the highest dose activity change, negative = decrease; note: potency is the fitted concentration of half-maximal effect; % is set by controls: 0 for no effect and ±100 for the full control effect; nearly all actives have a fitted effect of over 55% in size
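Human K18 P301L tau (15 uM unlabeled plus 0.24 uM Alexa 594-labeled, final) in 100 mM sodium acetate pH 7 was mixed with compound and 20 uM heparin and incubated 6 hr at 37 C.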
TRb-SRC2 inh – disrupts binding of human TR beta to SRC2. TRbeta-SRC2 peptide binding, fluorescence polarization; receptor liganded with 1 µM T3. Potency, µM (top dose mostly 106 µM), without a hit: top-dose activity change, negative = inhibition, hits mostly inhibitors. actives 0.065% (n = 280,000). AID 1469;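 note: potency is the fitted concentration of half-maximal effect; plate controls were bound peptide for no effect and peptide without receptor for full effect; nearly all actives have a fitted effect of over 50% in size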
Target sequence (P10828 whole entry, looked up): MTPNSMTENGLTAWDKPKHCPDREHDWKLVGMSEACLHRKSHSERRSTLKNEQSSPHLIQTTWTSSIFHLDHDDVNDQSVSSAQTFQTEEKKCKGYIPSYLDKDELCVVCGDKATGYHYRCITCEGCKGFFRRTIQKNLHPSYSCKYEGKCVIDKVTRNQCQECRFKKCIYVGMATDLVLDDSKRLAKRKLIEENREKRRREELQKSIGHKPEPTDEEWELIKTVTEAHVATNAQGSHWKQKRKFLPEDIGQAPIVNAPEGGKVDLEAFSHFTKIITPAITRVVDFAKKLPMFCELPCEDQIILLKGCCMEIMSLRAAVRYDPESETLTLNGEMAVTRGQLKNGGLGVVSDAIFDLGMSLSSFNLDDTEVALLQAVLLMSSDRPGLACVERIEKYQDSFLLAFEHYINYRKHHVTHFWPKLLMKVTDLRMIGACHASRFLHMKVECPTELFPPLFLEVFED
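Read-out is fluorescence polarization (555 nm excitation, 632 nm emission) of a Texas Red SRC2 coactivator peptide; loss of signal reflects blocked binding to human TRb ligand-binding domain in the presence of 1 uM T3.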
CBFb RUNX1 block – inhibitors of human CBF-beta and RUNX1 interaction | 230,000 tested, under 10 active | AlphaScreen CBFb-His/RUNX1-biotin binding, biochemical | Potency, µM (titrated, usually from 59.8 µM), inactives show at the highest dose activity, negative = inhibition, most hits filed as inhibitors; note: % of control where 0% means no effect
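AlphaScreen binding: CBFb-His and RUNX1-biotin (30 nM each) preincubated 20 min, compound added for 15 min, then nickel and streptavidin beads for 90 min, all at room temperature. Disruption of the interaction by any mechanism counts as activity.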
TR SRC2 fluor cs – alters Texas Red total fluorescence, flagging assay interference; Potency, µM (titrated, usually from 106 µM), for inactives: at the highest dose fluorescence change, negative = quenching; actives 0.29% (n = 280,000); TRb/SRC2 Texas Red total fluorescence interference; active = well fitted curve in either direction with a large enough effect; inconclusive = small, poorly fitted or top-dose-only effect; note: potency is the fitted concentration of half-maximal effect; % is set by controls: 0 for no effect and ±100 for the full control effect
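Flags fluorescent or light-absorbing compounds by total fluorescence, S + 2P, at 555 nm excitation and 632 nm emission. Mixture: 20 nM Texas Red SRC2 peptide, 0.6 uM human TRb LBD, 1 uM T3, 5% DMSO; compound exposure 5 h at ambient temperature.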
Epigenetic derep – regulators of epigenetic silencing causing reporter derepression in mouse cells; murine LDR cells, GFP reporter derepression, 30 h; Potency, µM (highest dose often 53.9 µM), for the others: top-dose GFP activation, most hits filed as activators; actives 0.2% (n = 280,000); note: potency is the fitted concentration of half-maximal effect; % of control where 0% means no effect; nearly all actives have a fitted effect of over 60% in size
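Readout is the number of GFP-expressing murine LDR cells, counted by cytometry following washing. Cells were treated with compound for 30 h at 37 C; the stably integrated CMV-GFP locus is normally silent.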
Tau fibril FP – blocks human tau fibril formation measured by polarization | P10636 | K18 P301L tau heparin fibrillization, Alexa594 FP, 6 h | Potency, µM (highest dose often 57.7 µM), for inactives: at the highest dose activity, negative = inhibition, usual class: inhibitors | actives 0.39% (n = 280,000); note: potency is the fitted concentration of half-maximal effect; % is set by controls: 0 for no effect and ±100 for the full control effect; nearly all actives have a fitted effect of over 55% in size
Target sequence (P10636 561-689 P618L limits assumed): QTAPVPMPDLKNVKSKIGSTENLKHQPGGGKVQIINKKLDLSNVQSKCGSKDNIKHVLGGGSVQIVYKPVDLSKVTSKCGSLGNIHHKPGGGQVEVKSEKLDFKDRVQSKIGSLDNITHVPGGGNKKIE
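Compound effects on tau fibrillization are measured by Alexa 594 fluorescence polarization (ex 555, em 632 nm). K18 P301L tau is used at 15 uM with 0.24 uM labeled tracer, and 20 uM heparin induces aggregation over 6 hr at 37 C.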
NPSR antagonist – blocks cAMP signaling of the human neuropeptide S receptor. CHO-NPSR cells, cAMP TR-FRET, antagonist mode. Potency, µM (doses to about 38.3 µM), inactives show at the highest dose activity change, negative = inhibition, usual class: inhibitors. actives 1% (n = 220,000); note: potency is the fitted concentration of half-maximal effect; % is set by controls: 0 for no effect and ±100 for the full control effect; nearly all actives have a fitted effect of over 50% in size; many of its hits are not listed in these tables
GLA spleen mod – inhibitors or activators of human alpha-galactosidase in spleen homogenate | P06280 | Potency, µM (doses to about 80 µM), for inactives: at the top dose activity change, negative = inhibition, actives largely listed as inhibitors | actives 0.008% (n = 240,000) | human spleen homogenate, 4MU-alpha-Gal fluorescence, 40 min;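 note: potency is the fitted concentration of half-maximal effect; 0% = enzyme with vehicle and -100% = no enzyme basal signal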
Target sequence (P06280 32-429 limits assumed): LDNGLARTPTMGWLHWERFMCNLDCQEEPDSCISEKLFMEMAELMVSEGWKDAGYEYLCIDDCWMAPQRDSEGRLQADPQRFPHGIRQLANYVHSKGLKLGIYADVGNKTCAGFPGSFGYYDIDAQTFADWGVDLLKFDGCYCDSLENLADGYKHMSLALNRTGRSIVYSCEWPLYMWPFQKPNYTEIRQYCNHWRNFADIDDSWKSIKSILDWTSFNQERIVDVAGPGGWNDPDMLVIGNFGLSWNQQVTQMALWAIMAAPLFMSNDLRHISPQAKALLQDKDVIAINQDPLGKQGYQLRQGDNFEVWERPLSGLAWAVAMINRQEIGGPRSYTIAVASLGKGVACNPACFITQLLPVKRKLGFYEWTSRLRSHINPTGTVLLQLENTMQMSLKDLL
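Inhibition or activation of alpha-galactosidase in human spleen homogenate is scored by 4-MU fluorescence after 40 min at 37C, pH 5.0, with 1 mM substrate. AC50s come from concentration-response fitted to the Hill equation.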
* = called active by the depositor; ? = inconclusive; / = no result given; [ ] = remark or other dose. Unless noted, calls come from the whole dose curve; as a rule, active = well fitted curve in the direction sought with a large enough effect; inconclusive = small, poorly fitted or top-dose-only effect, or another doubt; inactive = no such curve, though single readings can be large; an effect the other way counts as inactive or inconclusive. An excerpt; the hit share may differ from the screen's.

SMILES	Tau fluor cs	TRb-SRC2 inh	CBFb RUNX1 block	TR SRC2 fluor cs	Epigenetic derep	Tau fibril FP	NPSR antagonist	GLA spleen mod
NC1CCN(O)C1=O (stereo unspecified)	-19%	1%	-2%	-1%	-1.2%	7%	-1%[46.1 µM]	-8%
O=C(NCCc1ccc(Cl)cc1)C1CCC(=O)N1C1CCCC1 (stereo unspecified)	-13%	-6%	-2%	-3%	-1.1%	-3%	-12%[46.1 µM]	3%
Cc1onc(-c2ccccc2Cl)c1C(=O)Nc1cccc2nsnc12	-10%	-8%	?	0%	4.5%	-9%	?	25%
O=C(O)CCCC(=O)Nc1nc(-c2ccccc2)cs1	0%	0%	1%	-2%	-1.0%	-2%	-24%[46.1 µM]	-2%
CCCc1ccc(C#N)c(SC2CC(=O)N(c3ccc(OC)cc3)C2=O)n1 (stereo unspecified)	-12%	4%[53 µM]	-1%	0%[53 µM]	3.8%	0%	4%	2%
CC(Sc1nncs1)C(=O)NCC(=O)Nc1ccc(F)c(F)c1F (stereo unspecified)	2%	0%	3%	-1%	-0.6%	3%	9%	4%
CC(=O)NC1C(=O)Nc2c1cccc2C(F)(F)F (stereo unspecified)	4%	-5%	7%	-6%	-1.1%	1%	3%[46.1 µM]	3%
O=c1ccc2cc(S(=O)(=O)N3CCN(c4ccccc4)CC3)ccc2o1	6%	-19%	-1%	0%	-5.4%	-4%	21%[46.1 µM]	11%
CCOc1ccccc1NC(=O)Nc1ccc(Cl)cc1	7%	-5%	15%	-2%	-7.0%	7%	-32%	11%
Cc1sc2nc(CSc3nnnn3-c3ccc(Cl)cc3)[nH]c(=O)c2c1C	-16%	5%	1%	-1%	1.0%	-2%	-15%	1%
CCOC(=O)N1CCC(NC(=O)CC(NS(=O)(=O)c2ccc(C)cc2)c2ccco2)CC1 (stereo unspecified)	-3%	3%	3%	2%	0.1%	0%	-6%[46.1 µM]	0%
CCNc1nc(N)c(C(=O)C23CC4CC(CC(C4)C2)C3)s1	?	2%	-16%	-2%	1.1%	?	25%	-8%
C=C(C)c1cccc(C(C)(C)NC(=O)Nc2nnc(C(C)C)s2)c1	-20%	-6%	8%	-3%	-1.2%	-3%	-15%	-17%
Cc1ccccc1C1(CCN2CCCCC2)CCOC(C)(C)C1 (stereo unspecified)	-1%	1%	5%	-2%	-0.9%	2%	2%	-1%
CC1CCC(NC(=O)N(CCCl)N=O)CC1 (stereo unspecified)	-2%	-5%	15%	-3%	6.4%	7%	/	-5%
C=CCn1c(Br)nc2c1c(=O)n(C)c(=O)n2C	7%	1%	2%	3%	-1.0%	12%	0%[46.1 µM]	-3%
Cc1ccc(Cn2nnc3c(=O)[nH]c(C4CCCN(C(=O)Nc5ccc(F)cc5F)C4)nc32)cc1 (stereo unspecified)	-6%	-3%	4%	-5%	1.0%	3%	?	1%
CCOc1cc2nc3c4ccccc4n(C)c3nc2cc1OCC	-13%	-6%	17%	-8%	0.2%	4%	-12%	5%
Cc1ccc(Cn2c(CN3CCN(C(=O)c4ccco4)CC3)nc3c2c(=O)n(C)c(=O)n3C)cc1	-8%	-7%	-4%	-5%	0.3%	?	-11%[46.1 µM]	-15%
O=C(CCCN1C(=O)c2ccccc2C1=O)NCc1cccnc1	-5%	-4%	-2%	0%	3.6%	-2%	-4%[46.1 µM]	-1%
Cn1c(SCC(=O)Nc2cc([N+](=O)[O-])ccc2F)nnc1C(F)(F)F	-14%	-4%	4%	-3%	-1.0%	5%	8%	-1%
COc1cc2oc(-c3ccccc3)cc(=O)c2cc1OC	-18%	-2%	5%[21.7 µM]	-1%	0.4%	-9%	/	8%
O=C(NCc1ccco1)c1ccc(NC(=O)C2COc3ccccc3O2)cc1 (stereo unspecified)	-9%	-3%	4%	0%	-2.0%	-6%	-7%[46.1 µM]	4%
Cc1ccc(NC(=O)COC(=O)/C=C/c2cccs2)cc1	6%	-3%	-6%	0%	0.0%	-7%	17%	-5%
N#Cc1c(C(F)(F)F)cc(-c2ccco2)nc1SCc1ccncc1	-19%	1%	2%	-8%	13%	5%	?	12%
CC(C)c1nc(SCC(=O)N2CC(=O)Nc3ccccc32)c2ccccc2n1	-5%	7%	-2%	-2%	-2.6%	-7%	4%	5%
CC(C)CNc1nnnc2c1sc1nc(N3CCOCC3)c3c(c12)CCCC3	-10%	2%	4%	-2%	-4.9%	5%	-12%	9%
CNC(=S)NNS(=O)(=O)c1ccc(OC)cc1OC	-3%	7%	-2%	1%	-0.2%	3%	16%	-1%
Cc1ccc(S(=O)(=O)NCC(c2ccccc2)N2CCCCC2)cc1 (stereo unspecified)	1%	0%	3%	0%	-0.4%	-2%	-9%	3%
COC(=O)C1=C(C(=O)OC)C(c2cc(Br)ccc2O)c2sc(=O)[nH]c2S1 (stereo unspecified)	?	-14%	-5%	-1%	0.0%	-13%	-26%	-1%
CCCOc1nc2ccccc2cc1/C=C/C(=O)O	-23%	6%	6%	1%	-0.1%	-1%	-17%	16%
Cc1cn2c(=O)cc(COC(=O)c3ccccc3F)nc2s1	-3%	-3%	/	0%	0.0%	-2%	/	/
Cc1nn(C)c2c1c(C(F)(F)F)cc(=O)n2Cc1ccc(Br)cc1F	-12%	9%	/	-3%	0.0%	-9%	/	/
Cc1ccc(-c2nnc(SCC(=O)OC(C)C)n2N)cc1	-3%	-18%	0%	0%	-0.3%	-10%	-2%[46.1 µM]	0%
CCOC(=O)C(OC(=O)c1sc(=S)n(C)c1C)C(C)=O (stereo unspecified)	-7%	13%	6%	0%	0.0%	-2%	-3%[46.1 µM]	-4%
COC(=O)c1sc2ccccc2c1NC(=O)c1ccc(S(=O)(=O)N2CCCCC2C)cc1 (stereo unspecified)	?	-4%	28%	-5%	0.2%	?	-34%	-1%
COCCNC(=O)c1ccccc1NC(=O)Cc1ccccc1	2%	-2%	2%	2%	-0.3%	-8%	8%	-6%
CCOC(=O)c1c(C)oc2cc(Br)c(OC(=O)N3CCOCC3)cc12	-11%	-16%	10%	-2%	-1.0%	-5%	-23%[46.1 µM]	-6%
COc1cccc(NC(=O)C/C(C)=N/NC(=O)c2ccccc2Cl)c1	-5%	3%	5%	-3%	1.1%	-3%	2%	1%
CN(C)C=C1C(=O)c2ccccc2C1=O	-14%	2%	0%	-1%	-2.1%	-10%	-7%[46.1 µM]	7%
O=C1CC(C(=O)Nc2ccc(F)cc2)S/C(=N\N=C\c2ccco2)N1 (stereo unspecified)	8%	0%	-6%	-6%	2.1%	4%	-18%[46.1 µM]	2%
CCC(C)(C)NC(=O)C1CCCN1C(=O)NC1CCCCC1 (stereo unspecified)	-2%	-3%	7%	-1%	-3.2%	0%	15%	3%
O=C(NCc1ccco1)C1CCN(c2nnc(-n3cccc3)s2)CC1	-9%	11%	2%	1%	0.0%	-7%	-9%[46.1 µM]	-6%
Cc1ccc(S(=O)(=O)N2CCOCC2)cc1NC(=O)c1cc2c(s1)CCC2	-13%	-5%	-2%	-5%	0.8%	3%	-7%[46.1 µM]	-4%
CSCCC(NS(=O)(=O)c1ccc(C)c(C(=O)O)c1)C(=O)O (stereo unspecified)	-1%	-11%	-5%	0%	-3.9%	1%	20%	-12%
COc1cc(OC)c(NC(=O)c2c3c(nc4ccccc24)C(=O)N(C2CCCCC2)C3)cc1Cl	7%	-1%	/	1%	0.0%	11%	/	/
Cc1ccc(Cl)cc1-n1ncc2c(N3CCCCCC3)ncnc21	-8%	-6%	/	-1%	1.6%	-3%	/	/
CC1(C)OC(=O)N(c2cccnc2)C1(C)O (stereo unspecified)	7%	-9%	11%	-2%	-14%	0%	-4%[46.1 µM]	6%
O=C(c1ccco1)N1CCN(C(=O)c2ccc(COc3ccc(F)cc3)o2)CC1	-10%	3%	-2%	-2%	-1.1%	3%	-14%[46.1 µM]	2%
COc1ccc(CN2C(=O)CS/C2=N/N=C/c2cccs2)cc1	?	3%	0%	1%	1.0%	-12%	-2%	-7%

10 entries from above, ordered by molecular weight, falling:
SMILES	Tau fluor cs	TRb-SRC2 inh	CBFb RUNX1 block	TR SRC2 fluor cs	Epigenetic derep	Tau fibril FP	NPSR antagonist	GLA spleen mod
CCOC(=O)c1c(C)oc2cc(Br)c(OC(=O)N3CCOCC3)cc12	-11%	-16%	10%	-2%	-1.0%	-5%	-23%[46.1 µM]	-6%
Cc1ccc(S(=O)(=O)N2CCOCC2)cc1NC(=O)c1cc2c(s1)CCC2	-13%	-5%	-2%	-5%	0.8%	3%	-7%[46.1 µM]	-4%
O=C(c1ccco1)N1CCN(C(=O)c2ccc(COc3ccc(F)cc3)o2)CC1	-10%	3%	-2%	-2%	-1.1%	3%	-14%[46.1 µM]	2%
O=C1CC(C(=O)Nc2ccc(F)cc2)S/C(=N\N=C\c2ccco2)N1 (stereo unspecified)	8%	0%	-6%	-6%	2.1%	4%	-18%[46.1 µM]	2%
O=C(NCc1ccco1)C1CCN(c2nnc(-n3cccc3)s2)CC1	-9%	11%	2%	1%	0.0%	-7%	-9%[46.1 µM]	-6%
CSCCC(NS(=O)(=O)c1ccc(C)c(C(=O)O)c1)C(=O)O (stereo unspecified)	-1%	-11%	-5%	0%	-3.9%	1%	20%	-12%
COc1ccc(CN2C(=O)CS/C2=N/N=C/c2cccs2)cc1	?	3%	0%	1%	1.0%	-12%	-2%	-7%
Cc1ccc(Cl)cc1-n1ncc2c(N3CCCCCC3)ncnc21	-8%	-6%	/	-1%	1.6%	-3%	/	/
CC1(C)OC(=O)N(c2cccnc2)C1(C)O (stereo unspecified)	7%	-9%	11%	-2%	-14%	0%	-4%[46.1 µM]	6%
CN(C)C=C1C(=O)c2ccccc2C1=O	-14%	2%	0%	-1%	-2.1%	-10%	-7%[46.1 µM]	7%

Bioassay records as filed in PubChem.
